# FXIIa single = inhibitors of human coagulation factor XIIa; inhibition, % at 10 µM; purified human FXIIa, AMC substrate fluorescence, 2 h; AID 701; 33,000 tested, 0.2% active; in the data active = inhibition above about 30%;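 also: 0% = enzyme with vehicle only and 100% = no enzyme blank; many of its hits are not listed in these tables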
# Target sequence (P00748 20-372 limits assumed): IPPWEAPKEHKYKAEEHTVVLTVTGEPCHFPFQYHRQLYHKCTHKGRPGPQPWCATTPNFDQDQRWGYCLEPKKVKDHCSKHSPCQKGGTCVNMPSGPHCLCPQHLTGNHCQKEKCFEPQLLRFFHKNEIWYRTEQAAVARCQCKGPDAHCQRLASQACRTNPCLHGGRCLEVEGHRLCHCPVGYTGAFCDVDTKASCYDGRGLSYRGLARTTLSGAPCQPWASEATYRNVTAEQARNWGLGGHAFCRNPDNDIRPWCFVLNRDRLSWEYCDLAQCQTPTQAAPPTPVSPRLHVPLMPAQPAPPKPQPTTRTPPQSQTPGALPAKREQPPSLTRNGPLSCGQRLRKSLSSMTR
# Target sequence (P00748 373-615 limits assumed): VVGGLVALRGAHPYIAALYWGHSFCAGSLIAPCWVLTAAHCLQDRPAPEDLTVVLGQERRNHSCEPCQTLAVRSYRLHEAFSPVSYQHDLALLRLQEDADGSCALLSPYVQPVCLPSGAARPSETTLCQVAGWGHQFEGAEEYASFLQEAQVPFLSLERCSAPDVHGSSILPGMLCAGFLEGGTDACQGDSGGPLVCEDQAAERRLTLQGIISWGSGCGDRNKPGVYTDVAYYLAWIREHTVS
# FXIa single inh = inhibitors of human coagulation factor XIa. P03951. 33,000 tested, 0.3% active. inhibition, % at 10 µM. AID 687. purified human FXIa, fluorogenic AMC substrate cleavage;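 active = inhibition above 40% in the primary screen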;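 also: 0% = enzyme without compound and 100% = blank wells lacking enzyme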
# Starred values were filed as active, the others as inactive.
# Values run as follows: FXIIa single | FXIa single inh
CCOC(=O)c1cnn(-c2nc(SC)nc3sc4c(c23)CCCC4)c1N
 : 6 | -3
N#CCSc1nc2c(c(=O)n1Cc1ccccc1)C1(CCCC1)Cc1ccccc1-2
 : 3 | -3
CCOc1cc(/C=C2/C(=N)N3C=CSC3=NC2=O)ccc1OCCCOc1ccccc1C
 : 5 | -6
COc1ccc(-c2cc(C(=O)OC3CCOC3=O)c3ccccc3n2)cc1 (configuration not stated)
 : -1 | -3
COc1cccc(C(=O)NCC(=O)N2CCC(C)CC2)c1
 : 5 | 0
NC(=O)C1(N2CCCCC2)CCN(C(=O)NC23CC4CC(CC(C4)C2)C3)CC1
 : 12 | -7
Cc1ccc(S(=O)(=O)CC(N)=O)cc1
 : 3 | 5
CC[N+](C)(C)c1cccc(O)c1
 : -2 | 5
N#C/C(=C/c1ccc(N2CCCCCC2)o1)c1cccc(F)c1
 : 1 | 0
Cc1cc2nc(C)n(CCCNC(=O)Nc3ccc(F)cc3)c2cc1C
 : 2 | 6
COc1ccc(C(=O)Nc2c(Cl)cc(Cl)cc2C(=O)NCc2ccco2)cc1
 : 3 | 4
CCOC(=O)c1cc(C)sc1NC(=O)CCC(=O)O
 : 10 | 0
CC(C)COC(=O)Nc1nnc(SCc2ccccc2F)s1
 : 10 | 5
CC1CCOC2(O1)C(=O)N(CN1CCN(c3cccc(Cl)c3)CC1)c1ccccc12 (configuration not stated)
 : -14 | -14
CC(C)CNS(=O)(=O)c1ccc(CCC(=O)O)cc1
 : 5 | 4
COCCNC(=O)c1ccc2snnc2c1
 : 4 | -6
CC1CCCCC1NC(=O)C1CCCN1S(=O)(=O)c1cccc2nsnc12 (configuration not stated)
 : 11 | 7
CCCCCn1nc(C)c(/C=N\NC(=O)c2cc(C)oc2C)c1C
 : 2 | -5
Cc1n[nH]c(C)c1N1C(=O)c2cccc3c(Br)ccc(c23)C1=O
 : 19 | -12
O=S(=O)(NCC1CCCO1)c1ccc(S(=O)(=O)N2CCCC2)cc1 (configuration not stated)
 : 5 | -11
O=S(=O)(Nc1ccc(S(=O)(=O)N2CCCCC2)cc1)c1ccc(Br)s1
 : -12 | 0
COC(=O)CN1C(=O)C2(C(C#N)=C(N)Oc3n[nH]c(-c4cccs4)c32)c2ccccc21 (configuration not stated)
 : 7 | 8
CCOc1ccc(NC(=O)Nc2nnc(CC)s2)cc1
 : 8 | 27
Cc1cc(N2CCN(Cc3ccccc3)CC2)n2nc(C)c(-c3ccccc3)c2n1
 : -17 | 29
CCOC(=O)c1c(-c2cccs2)csc1NC(=O)CSc1ncn[nH]1
 : 8 | 4
CC(=O)Nc1ccc(S(=O)(=O)NC2(C(F)(F)F)NC(=O)N(C3CCCCC3)C2=O)cc1 (configuration not stated)
 : -7 | 1
COc1ccc(C(c2nnnn2Cc2ccccc2)N2CCN(c3nc4ccccc4s3)CC2)cc1OC (configuration not stated)
 : 4 | 0
Cc1ccc(S(=O)(=O)NCc2ccc(C(=O)N3CCN(Cc4ccccc4)CC3)cc2)cc1
 : 4 | -1
COc1cc(Nc2nc3ccccc3n3nnnc23)cc(OC)c1OC
 : 7 | 5
O=C(Nc1ccc2oc(-c3cccc(F)c3)nc2c1)c1ccccc1F
 : -9 | 19
CCOC(=O)c1ccc(Nc2nc(C)cc(C)c2C#N)cc1
 : 7 | 5
CCCn1c(=O)c2ccccc2n2c(SCc3nnc(-c4ccccc4Br)o3)nnc12
 : 19 | 4
CCn1c(SCC(=O)Nc2cc(NC(C)=O)ccc2OC)nnc1-c1ccccn1
 : 6 | 3
C=CCOc1c(CNc2ccc(S(N)(=O)=O)cc2)cccc1OC
 : 6 | 2
Cc1ccc(C(=O)N/C(=C/c2cccs2)C(=O)N2CCCCCC2)cc1
 : 7 | -2
COC1CCCCC1Nc1cc(C)cc(C)c1 (configuration not stated)
 : -5 | -1
COc1cc(Cl)c(C)cc1NC(=O)CSC
 : 11 | 5
CCCS(=O)(=O)c1c(S(=O)(=O)CCC)c2c(C)cccn2c1C(=O)OC
 : 2 | -1
COc1ccccc1OCc1ccc(C(=O)Nc2ccncc2)o1
 : 3 | 0
CC(=O)N(CC1CCCO1)C1(C(=O)NC2CCCC2)CCCCC1 (configuration not stated)
 : -14 | -14
Cc1ccc(NC(=O)N(C2CCCCC2)C(C)c2cccnc2)cc1C (configuration not stated)
 : -12 | -14
COc1ccc(NC(=O)C2C3C=CC(C3)C2C(=O)NCc2ccco2)c(OC)c1 (configuration not stated)
 : 17 | -2
COC(=O)c1ccccc1OCCOc1ccccc1C(=O)OC
 : 2 | 6
CCOc1cc(C(=O)Nc2cccc3ncccc23)cc(OCC)c1OCC
 : 7 | -2
CC(=O)Nc1c(C(=O)N2CCOCC2)cnn1-c1ccc(C)c(C)c1
 : -11 | -11

# Reformatted with tabs: entries from further up.
SMILES	FXIIa single	FXIa single inh
C=CCOc1c(CNc2ccc(S(N)(=O)=O)cc2)cccc1OC	6	2
Cc1ccc(C(=O)N/C(=C/c2cccs2)C(=O)N2CCCCCC2)cc1	7	-2
COC1CCCCC1Nc1cc(C)cc(C)c1 (configuration not stated)	-5	-1
COc1cc(Cl)c(C)cc1NC(=O)CSC	11	5
CCCS(=O)(=O)c1c(S(=O)(=O)CCC)c2c(C)cccn2c1C(=O)OC	2	-1
COc1ccccc1OCc1ccc(C(=O)Nc2ccncc2)o1	3	0
CC(=O)N(CC1CCCO1)C1(C(=O)NC2CCCC2)CCCCC1 (configuration not stated)	-14	-14

# More records:
# Values run as follows: FXIIa single | FXIa single inh
CCCCNC(=O)n1c(=O)oc2ccc(Cl)cc21
 : -10 | 33
CCOC(=O)c1sc(NC(=O)CSc2nnc(Cc3ccccc3)o2)c(C(=O)OCC)c1C
 : -8 | 15
O=C(CC1CCCCC1)Nc1ncn[nH]1
 : 5 | 3
C=C(C)c1nc2cc(OC)c(OC)cc2c(=O)o1
 : 7 | 5
Cn1c(=O)c2c(ncn2CC(O)CNc2ccc(Br)cc2)n(C)c1=O (configuration not stated)
 : 5 | -3
Cc1cc(=O)[nH]c(SCCCOc2ccc3c(c2)CCC3)n1
 : 5 | -15
Cc1cc(C)nc(N2CCCC(C(=O)NCCc3ccccc3F)C2)n1 (configuration not stated)
 : 6 | -2
COc1ccc(NC(=O)c2ccc(S(=O)(=O)N3CCOCC3)cc2)c(OC)c1
 : -11 | 1
COC(=O)c1cc(OC)c(OC)cc1NC(=O)c1c(C)noc1C
 : 4 | -2
CN(C)c1ccc(-c2nn3c(-c4cccnc4)nnc3s2)cc1
 : -6 | -3
CCN(CC)C(=O)CN(c1ccc(Cl)cc1)S(=O)(=O)c1ccccc1
 : 5 | -5
Clc1ccccc1-c1nc(N/N=C/c2cccnc2)c2ccccc2n1
 : 8 | 10
COc1ccc(-n2c(C)c([N+](=O)[O-])c3ccc(O)c(CN4CCCCC4)c32)cc1
 : 13 | 7
Cc1cc(C)c2nc(C(F)(F)F)nc(NCCCN3CCOCC3)c2c1
 : -1 | -1
O=C(Nc1nnc(C(F)(F)F)s1)C1COc2ccccc2O1 (configuration not stated)
 : 4 | 8
O=C(Nc1ccc(Cc2ccncc2)cc1)C1CCC(N2C(=O)C3C4C=CC(C5CC45)C3C2=O)CC1 (configuration not stated)
 : 1 | -7
Cc1ccc(-n2c(C)cc(C(=O)CSc3n[nH]c(N)n3)c2C)cc1
 : 6 | -13
N#Cc1cccc(NC(=O)CN2NS(=O)(=O)c3ccccc3C2=O)c1
 : 5 | 7
C=CCNC(=O)c1cc(Cl)ccc1Cl
 : 5 | 4
O=C(CSc1ccccn1)Nc1nncs1
 : 1 | -1
CN(C)c1nc(N)nc(CSc2nnnn2-c2ccc(C(=O)O)cc2)n1
 : 0 | -7
Cc1ccc(N2C(=O)CSC2c2cccs2)cc1 (configuration not stated)
 : 8 | 7
CC1CCCCC1NC(=O)CN1C(=O)CSc2cc(S(=O)(=O)N3CCCCCC3)ccc21 (configuration not stated)
 : -3 | -1
CCn1c2c(c3cc(OCC(C)C)ccc31)CCCC2=O
 : 6 | -2
CC1CCCCN1S(=O)(=O)c1ccc(S(=O)(=O)N2CCN(c3ccc(F)cc3)CC2)cc1 (configuration not stated)
 : 5 | -7
CCN(CC)P1(=O)OC(c2cc(OC)c(OC)c(OC)c2)=Nc2c1c(C)nn2-c1ccccc1 (configuration not stated)
 : -16 | 2
O=C(CCN1CCOCC1)c1ccccc1
 : -2 | -4
Cc1cc(=O)[nH]c(SCc2cc(Cl)ccc2OC(F)F)n1
 : 3 | -2
Cn1c(N)c(C(=O)c2cc(-c3ccccn3)nc3ccccc23)c(=O)[nH]c1=O
 : 1 | 2
c1ccn2c(SCc3ccc4c(c3)OCO4)nnc2c1
 : 3 | 5

# Part of the list above, with bars between the fields:
SMILES | FXIIa single | FXIa single inh
O=C(Nc1ccc(Cc2ccncc2)cc1)C1CCC(N2C(=O)C3C4C=CC(C5CC45)C3C2=O)CC1 (configuration not stated) | 1 | -7
O=C(CCN1CCOCC1)c1ccccc1 | -2 | -4

# Remaining list, next part:
# Values run as follows: FXIIa single | FXIa single inh
c1nc(N2CCOCC2)c2sc3nc(N4CCOCC4)c4c(c3c2n1)CCCC4
 : -15 | -1
CCOC(=O)C(C(=O)NCCCN1CCOCC1)C1CCCCC1 (configuration not stated)
 : 4 | -1
O=c1[nH][nH]c(C(F)(F)F)c1C=NCc1ccc(Cl)cc1
 : -9 | -1
Cc1cc(C)n(-c2ccc(C(=O)Oc3ccc4c(c3)OCO4)cc2)n1
 : 9 | -2
CCOC(=O)N1CCN(Cc2cc(=O)oc3ccc(Cl)cc23)CC1
 : 5 | 0
Cc1onc(-c2ccccc2Cl)c1C(=O)N1CCN(c2nc3ccccc3s2)CC1
 : 6 | -1
COc1ccc(CC(=O)Nc2c3c(nn2-c2cccc(C)c2C)CS(=O)C3)cc1 (configuration not stated)
 : -12 | -3
COc1cc2c(cc1OC)CN(C(=O)c1cc(=O)c3ccccc3o1)CC2
 : 3 | 0
CCN1CCN(C(=O)CN(c2ccc(C)cc2)S(C)(=O)=O)CC1
 : 7 | -1
CCN(CC)C(=O)CSc1nc(-c2ccco2)cc(C(F)(F)F)c1C#N
 : 5 | 1
Cc1nc2ccc(S(=O)(=O)NCC(=O)N3CCN(c4ccccc4)CC3)cc2s1
 : 4 | 5
Cc1nn(CC(=O)O)c(C)c1Cl
 : 1 | -1
O=C(Cn1c(=O)n(-c2cccc(Cl)c2)c(=O)n1CC(=O)N1CCCCC1)N1CCCCC1
 : 3 | -3
CCOC(=O)c1c(C)nc2c(C)cccn12
 : 3 | 1
CC1CCC/C(=N\NC(=S)NCc2ccccc2)C1 (configuration not stated)
 : 12 | 0
CCCOc1ccc(C(=O)NC(C)C(=O)O)cc1 (configuration not stated)
 : 5 | -1
CCNC(=O)c1c(NC(C)=O)sc2c1CCCC2
 : 11 | 4
O=S(=O)(c1ccc(F)cc1)N1CN(Cc2ccco2)c2nc3ccccc3nc21
 : 4 | -4
Cc1c(/C=C/C(=O)c2ccc(Cl)s2)cnn1C
 : 4 | 3
CC(NC(=O)c1ccccc1)c1nc2ccccc2n1Cc1ccccc1F (configuration not stated)
 : -19 | 1
O=P(COCCOCP(=O)(c1ccccc1)c1ccccc1)(c1ccccc1)c1ccccc1
 : 14 | 1
O=C(O)C1C2C=CC(C2)C1C(=O)Nc1nccs1 (configuration not stated)
 : 7 | 3
O=C(Cn1nnc(-c2ccccc2Cl)n1)NCc1ccc2c(c1)OCO2
 : 3 | -7
CNC(=O)c1c(NC(NC(=O)c2ccco2)C(=O)c2ccc(Cl)cc2)sc2c1CCCC2 (configuration not stated)
 : 5 | -4
CCS(=O)(=O)N1CCCC(C(=O)NCCc2ccccc2)C1 (configuration not stated)
 : 6 | -6
COCCNC(=O)CC(c1ccccc1)c1ccccc1
 : -4 | 1
Cc1ccc(NC(=O)c2cc3c(s2)CCC3)cc1S(=O)(=O)N1CCOCC1
 : -4 | 19
Cc1ccc(S(=O)(=O)Nc2ccc(N3CCOCC3)cc2)cc1
 : 2 | 9
c1cncc(CSc2nnc(-c3cccnc3)n2Cc2ccco2)c1
 : 4 | 0
CO/N=C/c1ccc(Sc2ccccc2N)c([N+](=O)[O-])c1
 : -13 | -15

# A different layout for three compounds above.
Structure,FXIIa single,FXIa single inh
COCCNC(=O)CC(c1ccccc1)c1ccccc1,-4,1
Cc1ccc(NC(=O)c2cc3c(s2)CCC3)cc1S(=O)(=O)N1CCOCC1,-4,19
Cc1ccc(S(=O)(=O)Nc2ccc(N3CCOCC3)cc2)cc1,2,9

# (more compounds)
# Values run as follows: FXIIa single | FXIa single inh
COC(=O)C1=C(C)N(C)C(=O)NC1c1cc(Cl)cc(Cl)c1OC (configuration not stated)
 : 1 | 3
Cc1ccc(NC(=O)CCSc2nnc3ccccn23)cc1
 : 2 | 4
COc1ccccc1Nc1ncnc2c1cnn2-c1cccc(C)c1
 : -13 | -13
CN(C)Cc1c(O)c(Cl)cc2c3c(c(=O)oc12)CCCC3
 : -145 | -48
Clc1ccc(OCCN2CCCCC2)c(Cl)c1
 : 7 | 12
COC(=O)C1=C(N)Oc2cc(C)[nH]c(=O)c2C1c1ccncc1 (configuration not stated)
 : -8 | 1
Oc1ccc(C(=S)N2CCCCCC2)cc1
 : 4 | 10
Cc1ccc(CNCc2cccnc2)cc1
 : 7 | 0
COC(=O)C1=C(C)Nc2ncnn2C1c1cccnc1 (configuration not stated)
 : 5 | -9
Cc1ccc(C2(C)NC(=O)N(CC(=O)Nc3cc(C)on3)C2=O)cc1 (configuration not stated)
 : 4 | 0
O=C(COc1ccc(Cl)cc1Cl)NCCSc1ccc(Cl)cc1
 : 2 | -10
COc1ccc(NC(=O)OCC(C)C)cc1OC
 : 4 | 4

# Some of the compounds tested. The share of hits here may be higher or lower than overall.
